MrgX1 antagonist: human MrgX1 receptor antagonism, primary screen. Q96LB2. MRGX1-HEK293 calcium flux, Fluo-4, BAM8-22 antagonism; hits give low values. B-score at 10 µM. hit rate 1.3% among 310,000. AID 588676;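 active = calcium-response B-score plate-corrected more than 3 library SD below zero, starting fluorescence within 5 deviations, no agonist response on first addition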;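 also: peak minus trough fluorescence over baseline after final BAM8-22 challenge near maximal dose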
Target sequence (Q96LB2 whole entry, looked up): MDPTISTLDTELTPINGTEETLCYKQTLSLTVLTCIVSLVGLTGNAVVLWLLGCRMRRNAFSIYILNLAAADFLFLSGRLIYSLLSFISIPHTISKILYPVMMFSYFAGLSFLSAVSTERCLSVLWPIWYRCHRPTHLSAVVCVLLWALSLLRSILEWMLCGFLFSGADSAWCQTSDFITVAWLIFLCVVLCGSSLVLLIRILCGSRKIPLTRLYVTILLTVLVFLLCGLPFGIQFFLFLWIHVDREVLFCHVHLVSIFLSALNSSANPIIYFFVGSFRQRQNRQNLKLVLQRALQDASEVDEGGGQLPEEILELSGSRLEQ
TRPC6 inh: blocks the mouse TRPC6 cation channel | Q61143 | HEK293-TRPC6, membrane potential dye, ACh-evoked depolarization; hits give low values | B-score at 10 µM | hit rate 1.1% among 310,000;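 active = B-score under library mean minus 3 SD, initial fluorescence not abnormally high, positive integrated signal ratio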;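 also: B-score derived from integrated fluorescence ratio over the kinetic read; more negative B-score means stronger inhibition of depolarization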
RGS4 act: RGS4 potentiation or activation. hit rate 0.92% among 310,000. B-score at 10 µM. AID 463111. HEK293 M3R/inducible RGS4, carbachol calcium flux Fluo4; hits give low values;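 active = B-score of the integrated calcium signal more than 4 SD below the library mean, with starting fluorescence not abnormally high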;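 also: negative B-score means reduced calcium response which marks RGS4 activation or potentiation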
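System – HEK293 FlpIn-TREx cells, stable M3R, doxycycline-inducible RGS4 · Reagent – ECmax carbachol challenge · Times – compound preincubation 20 min at room temperature before agonist · Technique – Fluo4 fluorescence kinetic imaging of calcium · Measure – B score of integrated Fluo4 ratio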
SKKanGAS inh: inhibitors of SKKanGAS S. pyogenes growth in kanamycin (SK-promoter or general growth effect). BacTiter-Glo, 6 h. hit rate 1.3% among 300,000. inhibition, % at 7.5 µM;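 active = mean replicate score, as percent of positive control median, at least 50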;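 also: strain carries kanamycin resistance gene driven by streptokinase promoter and grows in 40 µg/ml kanamycin; loss of luminescence reflects streptokinase promoter inhibition or plain growth inhibition; 0% = median of DMSO wells and 100% = positive control at its reference dose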
TRPC6 activator: activators of mouse TRPC6 channel; HEK293-TRPC6 membrane potential dye fluorescence; hits give high values; B-score at 10 µM; AID 2550; hit rate 0.13% among 310,000;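 active = B-score of the integrated fluorescence ratio above library mean plus 3 SD, and starting fluorescence ratio within library mean plus 5 SD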;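 also: higher score means more depolarization so channel activation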
Platelet DG rel: modulates dense granule release in human platelets | human platelet-rich plasma, SFLLRN dense granule ATP release, luminescence | inhibition, %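 (compounds screened at 7.5 µM in platelet-rich plasma)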 | hit rate 0.22% among 300,000 | AID 1663;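 active = mean replicate score, as percent of positive control, at or above 50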
MrgX1 PAM: allosterically activates human MrgX1 receptor signaling | Q96LB2 | MrgX1-HEK293, Fluo-4 calcium flux, FDSS; hits give high values | B-score at 10 µM | hit rate 0.63% among 310,000 | AID 588675;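 active = plate-corrected calcium response at least 3 library SD above typical, normal starting fluorescence, not activating the receptor alone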;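 also: compound read alongside a low EC10 to EC30 dose of BAM8-22 agonist; peak minus trough fluorescence over baseline measured at the second addition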
RGS4 inh: human RGS4 inhibition; P49798; HEK293 M3R/RGS4 inducible, Fluo-4 calcium flux; hits give high values; triggered by carbachol at its EC20; B-score at 10 µM; hit rate 0.45% among 310,000;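 active = B-score, a plate-corrected calcium signal, over three deviations above library mean, with baseline fluorescence within five deviations of library mean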;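 also: RGS4 expression induced by doxycycline in cells with stable M3 receptor; B-score is computed from the integrated fluorescence ratio over baseline after carbachol; higher B-score means a larger calcium signal and so more RGS4 inhibition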
Target sequence (P49798 whole entry, looked up): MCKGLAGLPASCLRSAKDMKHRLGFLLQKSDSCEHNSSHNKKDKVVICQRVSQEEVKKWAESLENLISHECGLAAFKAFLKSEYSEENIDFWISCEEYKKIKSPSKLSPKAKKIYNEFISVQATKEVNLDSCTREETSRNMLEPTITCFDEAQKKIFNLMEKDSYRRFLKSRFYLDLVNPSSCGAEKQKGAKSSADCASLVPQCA
HIF activator: HIF pathway transcriptional activation. U2OS HRE-luciferase reporter, luminescence; normalized: DMSO 0%, desferrioxamine 100%. activation, % at 7.5 µM (by protocol). hit rate 0.32% among 300,000. AID 1910;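 active = mean activation of at least 10% of the iron chelator positive control signal, with at least half of replicates also reaching 10%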
MrgX1 agonist: human MrgX1 receptor agonism, primary screen; B-score at 10 µM; hit rate 0.44% among 310,000; AID 588627; MrgX1-HEK293 cells, Fluo-4 calcium fluorescence, agonist mode; hits give high values; Q96LB2;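 active = calcium response B-score plate-corrected fluorescence ratio at least 3 library SD, with starting fluorescence B-score inside 5 SD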
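Test system: HEK293 cells stably expressing human MrgX1 receptor; Input: fifteen thousand cells per well; Dosing: compound delivered in addition one of three; Schedule: overnight seeding, then 1 h dark dye loading; Technique: Fluo-4 NW calcium fluorescence; Measure: B-scored fluorescence response ratio; Controls: positive and negative controls per plate.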
TRPC4 inh: TRPC4 (mouse) channel inhibition; AID 2247; HEK293 TRPC4beta/mu-opioid, DAMGO-evoked Fluo4 calcium flux; hits give low values; B-score at 10 µM; hit rate 0.39% among 300,000;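 active = B-score over 3 SD under the library average, no early fluorescence shift, positive overall ratio signal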
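Assay system: TRPC4beta/mu-opioid receptor HEK293 cell line; compound dosing: single concentration per test compound; detection: Fluo4 Ca2+ flux fluorescence; evaluation: per-well B score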
An asterisk follows results filed as active; i = inactive.

SMILES	MrgX1 antagonist	TRPC6 inh	RGS4 act	SKKanGAS inh	TRPC6 activator	Platelet DG rel	MrgX1 PAM	RGS4 inh	HIF activator	MrgX1 agonist	TRPC4 inh
O=C1CCC([N+](=O)[O-])C(c2ccccc2Br)N1 (configuration not stated)	i	i	i	0	i	9	8.2*	i	0.8	i	i
COC(=O)c1ccc(NC(=O)C(=O)c2cccn2C)cc1	i	i	i	24	i	73*	i	i	-2.7	i	i
CN1CCN(C(=O)c2ccc(COc3ccc(C(C)(C)C)cc3)o2)CC1	i	i	-7.7*	5	i	-13	i	i	1.2	i	i
C#CCOc1ccc(OC)cc1C(c1c(C)[nH][nH]c1=O)c1c(C)[nH][nH]c1=O	i	i	i	-6	i	-1	i	i	0.1	i	i
COC(=O)Cn1c(N2CCCC2)nc2c1c(=O)n(C)c(=O)n2C	i	i	i	-2	i	2	i	i	0.4	i	i
COc1ccc(OC)c(S(=O)(=O)NC2CC(=O)N(c3cccc(F)c3)C2)c1 (configuration not stated)	i	i	i	-4	i	7	i	i	0.0	i	i
Cc1ccc2c(c1)/C(=C/c1ccccc1F)C(=O)N2	i	i	i	-8	i	3	i	i	1.2	i	i
O=C(Nc1ccccc1)c1ccc(OC(=O)c2ccccc2)cc1	i	i	i	7	i	16	i	i	-0.8	i	i
COc1ccc(N2C(=O)[C@@H]3[C@H](C2=O)[C@H](C(C)=O)N2c4ccccc4C=C[C@@H]32)cc1	i	i	i	4	i	3	i	i	-0.4	i	i
CCOc1ccc(S(=O)(=O)Nc2ccccc2C(=O)N2CCOCC2)cc1	i	i	i	-9	i	-2	i	i	-0.3	i	i
COc1cccc(C(=S)N2CCOCC2)c1OS(=O)(=O)c1ccc(Cl)cc1	i	i	i	-2	i	-5	i	i	0.2	i	i
COc1ccc(NC(=O)c2cccc(NC(=O)c3ccccc3)c2)cc1	i	i	i	10	i	-4	i	i	1.6	i	i
CC(=O)N1CCc2cc(S(=O)(=O)CCC(=O)NCCc3ccc(Cl)cc3)ccc21	i	i	i	3	i	-2	i	i	-0.8	i	i
COc1ccc(-c2c3c(nc4sc(C(=O)Nc5cc(C)on5)c(N)c24)CCC3)cc1	i	i	i	12	i	-10	i	i	-0.4	i	i
O=C(CSc1cc(Cl)ccc1Cl)NC1CCCC1	i	i	i	2	i	-3	i	i	0.4	i	i
Cc1nnc(SC(C)C(=O)Nc2ncc(Cl)cc2Cl)n1Cc1ccccc1 (configuration not stated)	i	i	i	-1	i	4	i	i	-0.2	i	i
Cc1[nH]c2ccccc2c1C(=O)C(=O)NC1CC1	i	i	i	0	i	4	i	i	-0.7	i	i
CCCn1nc(NC(C)=O)c2cc3cccc(C)c3nc21	i	i	i	2	i	1	i	i	-1.1	i	i
COc1cc(O)c(C(CCN2CCCCC2)c2ccc3c(c2)OCO3)c(OC)c1 (configuration not stated)	i	i	i	-2	i	-3	i	i	-0.3	i	i
Cc1[nH]n(-c2ccc([N+](=O)[O-])cc2)c(=O)c1C=NCC1CCCO1 (configuration not stated)	i	i	i	-1	i	0	i	i	2.7	i	i
COc1ccc(N2CCN(C(=O)Cn3cnc4c(cnn4-c4ccccc4)c3=O)CC2)cc1	i	i	i	-3	i	2	i	i	-0.4	i	i
CCOc1ncccc1C(=O)OCC(=O)Nc1ccc2c(c1)OCO2	i	i	i	8	i	-1	i	i	-0.1	i	i
CCO[C@H]1OC(C(=O)O)=C[C@@H](C2CCCCC2)[C@@H]1CCCO	i	i	i	-3	i	5	i	i	-0.3	i	i
Clc1cccc(Cl)c1CO/N=C/c1c(-c2ccccc2)nc2n1CCS2	i	i	i	19	i	1	i	i	-0.1	i	i
CC(=O)c1cccc(NS(=O)(=O)c2ccc(N/C=C\C(=O)c3ccc(C)cc3)cc2)c1	i	i	i	5	i	-1	i	i	0.0	i	i
Cc1cccc(N(Cc2ccccc2)C(=O)c2cccc(S(=O)(=O)N3CC(C)OC(C)C3)c2)c1 (configuration not stated)	i	i	i	-2	i	-1	i	i	-1.9	i	i
CC(=O)Nc1ccc(NC(=O)c2cccc3c2-c2ccccc2C3=O)cc1	i	i	i	-14	i	0	i	i	0.9	i	i
CCN(CC)C(=O)C(=O)Nc1ccc(OC)c(Cl)c1	i	i	i	-6	i	-8	i	i	-0.4	i	i
CCCCn1c(N)c(Sc2ccc(C)cc2)c(=O)[nH]c1=O	i	i	i	-4	i	-3	i	i	0.0	i	i
CCOc1ccccc1NC(=O)NC1(C(=O)N2CCN3CCCC3C2)CCCCC1 (configuration not stated)	i	i	i	-4	i	-2	i	i	-18	i	i
O=S(=O)(NC1=NCCCCC1)c1cccs1	i	i	i	-18	i	-4	i	i	0.4	i	i
CCOC(=O)CNc1nc(Cl)c(C#N)s1	i	i	i	-4	i	7	i	i	0.5	i	i
O=C(CCN1C(=O)c2ccccc2C1=O)NCc1ccc(Cl)cc1	i	i	i	0	i	0	i	i	1.2	i	i
COc1ccc(C(=O)Nc2ccccc2C(=O)N/N=C/c2ccncc2)cc1OC	i	i	i	22	i	64*	i	i	1.9	i	i
C/C(=N\NC(=O)c1cccc(S(=O)(=O)N2CCCC2)c1)c1ccc(C)cc1	i	i	i	9	i	9	i	i	1.2	i	i
CCOc1ccccc1NC(=O)Nc1cc(S(=O)(=O)N(C)C)ccc1C	i	i	i	1	i	22	i	i	-0.3	i	i
O=S(=O)(CCc1nc2ccccc2s1)c1ccc2ccccc2c1	i	i	i	1	i	-1	i	i	0.1	i	i
CC(=O)N(C)c1ccc(OCC(O)Cn2c(C)nc3ccccc32)cc1 (configuration not stated)	i	i	i	2	i	1	i	i	-0.7	i	i
CCn1c(SCC(=O)Nc2ccc(F)cc2)nnc1-c1cnccn1	i	i	i	0	i	-5	i	i	-0.1	i	i
O=C(NC(=S)NCc1cccnc1)c1cc2ccccc2o1	i	i	i	-19	i	-3	i	i	0.5	i	i
Cc1cc(F)ccc1S(=O)(=O)Nc1ccccc1C(=O)Nc1ccccc1N1CCOCC1	i	i	i	6	i	-4	i	i	0.1	i	i
COc1ccc(Cc2nc3ccc(C(=O)NC4CCOC4)cc3o2)cc1 (configuration not stated)	i	i	i	-12	i	2	i	i	0.9	i	i
COc1ccc(NC(=O)C2CCN(C(=O)c3cccs3)CC2)cc1	i	i	i	-6	i	-3	i	i	-17	i	i
COc1ccc2[nH]c(C)c(CCN3C(=O)C4C5C=CC(C5)C4C3=O)c2c1 (configuration not stated)	i	i	i	-7	i	0	i	i	0.1	i	i
COC(=O)c1sc(-c2ccc(C(C)(C)C)cc2)cc1NC(=O)CCC(=O)O	-6.6*	i	i	29	i	-6	i	i	0.8	i	i
O=C(/C=C/c1ccccc1Cl)c1cccnc1	i	i	i	9	i	2	i	i	0.0	28*	i
CCCCCCCCC(=O)O	i	i	i	10	i	1	i	i	0.1	i	i
C/C(=N\NC(=O)c1cc(-c2cccc(OC(C)C)c2)nc2ccccc12)c1cccnc1	i	i	-9*	25	i	13	i	i	0.4	i	i
COc1ccc(C(c2nnnn2Cc2cccs2)N2CCC(C(N)=O)CC2)c(OC)c1 (configuration not stated)	i	i	i	-4	i	-1	i	i	-1.4	i	i
COc1ccc(Cn2c(=O)[nH]c3cc(C(=O)NCc4ccc5c(c4)OCO5)ccc3c2=O)cc1	i	i	i	3	i	-2	i	i	-0.5	i	i

(listing goes on)
SMILES	MrgX1 antagonist	TRPC6 inh	RGS4 act	SKKanGAS inh	TRPC6 activator	Platelet DG rel	MrgX1 PAM	RGS4 inh	HIF activator	MrgX1 agonist	TRPC4 inh
COc1ccc(NC(=O)CSc2ccc3nnc(-c4cccnc4)n3n2)c(OC)c1	i	i	i	2	i	13	i	i	-0.7	i	i
CCCSc1cc(=O)n(-c2ccccc2)nc1C(=O)OCC	i	i	i	2	i	-7	i	i	-0.3	i	i
O=C(NC1CCCC1)C(c1cccs1)N(C(=O)c1ccco1)c1ccc2c(c1)OCCO2 (configuration not stated)	i	i	i	-1	i	-1	i	i	-0.4	i	i
Cc1ccc(S(=O)(=O)c2nnn3c2nc(N2CCC(C(N)=O)CC2)c2ccccc23)cc1	i	i	i	18	i	2	i	i	-0.3	i	i
Cc1cccc(N2CCN(C(=O)CCc3nc4ccccc4[nH]3)CC2C)c1 (configuration not stated)	i	i	i	-7	i	-1	i	i	-0.1	i	i
N#CCCN(C(=O)COC(=O)c1ccc(S(=O)(=O)Nc2ccccc2)cc1)c1ccccc1	i	i	i	-5	i	2	i	i	-0.4	i	i
Cc1ccc(-c2nc(N)n(C(=O)c3ccco3)n2)cc1	i	i	i	1	i	0	i	i	0.1	i	i
CC(C)N1CCN(Cc2nc3ccccc3s2)CC1CCO (configuration not stated)	i	i	i	1	i	12	i	i	-0.2	i	i
Cc1cc(N/N=C/c2ccccc2)nc(NCc2ccccc2)n1	i	i	i	-2	i	17	i	i	2.8	i	i
Cc1ccc(S(=O)(=O)CC(=O)NC2CC2)cc1	i	i	i	-9	i	-8	i	i	-0.7	i	i

Next section (three carried over from the part before).
SMILES	MrgX1 antagonist	TRPC6 inh	RGS4 act	SKKanGAS inh	TRPC6 activator	Platelet DG rel	MrgX1 PAM	RGS4 inh	HIF activator	MrgX1 agonist	TRPC4 inh
CC(C)N1CCN(Cc2nc3ccccc3s2)CC1CCO (configuration not stated)	i	i	i	1	i	12	i	i	-0.2	i	i
Cc1cc(N/N=C/c2ccccc2)nc(NCc2ccccc2)n1	i	i	i	-2	i	17	i	i	2.8	i	i
Cc1ccc(S(=O)(=O)CC(=O)NC2CC2)cc1	i	i	i	-9	i	-8	i	i	-0.7	i	i
Cc1cc2c(s1)c1cnn(Cc3ccccc3F)c(=O)c1n2C	i	i	i	3	i	-13	i	i	0.3	i	i
COc1cc(N2C(=O)C=CC2=O)c(OC)cc1Cl	i	i	-7.1*	2	i	6	i	i	-0.1	i	i
COc1cccc(CN(C(=O)c2cccc(OC)c2)C2CCS(=O)(=O)C2)c1 (configuration not stated)	i	i	i	2	i	5	i	i	-0.4	i	i
COc1ccc(C)cc1NC(=O)C1CCC(CNc2c(N3CCOCC3)c(=O)c2=O)CC1 (configuration not stated)	i	i	i	-3	i	7	i	i	-0.5	i	i
Nc1n[nH]c(C2CC2)c1N=Nc1ccc(Cl)c(Cl)c1	i	i	i	82*	i	1	i	i	-0.1	i	i
